Bim-Bcl-XL: inhibitors of Bim-Bcl-XL interaction, human; Bim peptide-Bcl-XL binding, bead flow cytometry, fluorescence; inhibition, % at 10 µM; hit rate 0.04% among 190,000
RGS7-Gao reg: modulates binding of RGS7 to human Galphao. P09471. Multiplexed bead flow cytometry; actives lie on both sides. binding response (% of control), % at 10 µM. hit rate 0.35% among 220,000. AID 1439; in the data active = binding response below about 49% or above about 150%; inconclusive = no clear call, values can overlap the other calls; inactive = in between;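 note: fluorescent Galphao held in activated GDP-AlF4 state binding bead-coupled RGS7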
Mcl-1 Bim block: inhibitors of Bim-Mcl-1 interaction, human; Q07820; Bead-based flow cytometry, Bim peptide-Mcl-1 binding; inhibition, % at 10 µM; hit rate 0.1% among 190,000; AID 1009;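 note: 0% = no compound tracer wells and 100% = peptide blocker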
RGS8-Gao: modulates binding of RGS8 to human Galphao; P09471; hit rate 0.34% among 220,000; response (percent of control binding), % at 10 µM; multiplexed bead flow cytometry; actives lie on both sides; in the data active = response below about 60% or above about 140%; inactive = in between;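 note: Galphao activated as the GDP aluminium fluoride complex binding bead-coupled RGS8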
Bim-Bcl-W: inhibitors of Bim-Bcl-W interaction, human; inhibition, % at 10 µM; Q92843; hit rate 0.02% among 190,000; bead-based flow cytometry, Bim peptide-Bcl-W binding;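 note: 0% = bound tracer without compound and 100% = peptide blocker; higher means less fluorescent Bim peptide bound to Bcl-W beads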
Target sequence (Q92843 whole entry, looked up): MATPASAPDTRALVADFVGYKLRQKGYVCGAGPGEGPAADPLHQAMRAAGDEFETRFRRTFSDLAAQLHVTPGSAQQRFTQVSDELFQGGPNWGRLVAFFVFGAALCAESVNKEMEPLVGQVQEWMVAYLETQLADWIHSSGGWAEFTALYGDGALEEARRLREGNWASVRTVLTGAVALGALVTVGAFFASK
ABCG2 block: inhibitors of human ABCG2 transporter, ABCB1 counter-screen; Q9UNQ0; IgMXP3 cells, JC-1 efflux, flow cytometry; inhibition, % at 6.6 µM; hit rate 0.1% among 190,000; AID 1325;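 active = inhibition above 80%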;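 note: 0% = DMSO and 100% = nicardipine control wells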
Target sequence (Q9UNQ0 whole entry, looked up): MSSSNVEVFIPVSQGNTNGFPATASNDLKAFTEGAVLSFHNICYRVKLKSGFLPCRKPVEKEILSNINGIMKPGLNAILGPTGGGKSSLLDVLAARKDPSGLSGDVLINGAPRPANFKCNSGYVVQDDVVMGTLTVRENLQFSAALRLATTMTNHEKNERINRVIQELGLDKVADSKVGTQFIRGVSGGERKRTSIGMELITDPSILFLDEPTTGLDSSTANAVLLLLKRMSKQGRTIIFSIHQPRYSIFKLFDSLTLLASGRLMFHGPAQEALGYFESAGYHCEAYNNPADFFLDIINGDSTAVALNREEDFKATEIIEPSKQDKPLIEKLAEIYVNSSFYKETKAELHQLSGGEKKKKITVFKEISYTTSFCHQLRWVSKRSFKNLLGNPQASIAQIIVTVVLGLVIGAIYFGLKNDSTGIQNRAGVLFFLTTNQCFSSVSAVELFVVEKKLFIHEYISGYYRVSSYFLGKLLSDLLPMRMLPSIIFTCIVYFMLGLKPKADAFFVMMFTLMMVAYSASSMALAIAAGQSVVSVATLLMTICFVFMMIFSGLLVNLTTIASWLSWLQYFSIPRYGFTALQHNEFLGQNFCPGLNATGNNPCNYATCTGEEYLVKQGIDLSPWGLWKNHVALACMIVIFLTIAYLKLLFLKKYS
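test system = two drug-resistant human cell lines, ABCG2 and ABCB1 | amount = 3 million cells/mL final, two lines in 1:1 ratio | reagent = JC-1 transporter substrate | doses = one concentration, 6.6 µM final | incubation = 10 min at 25 °C | signal = flow cytometric JC-1 green MFI at 530 nm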
Bim-Bfl-1: disrupts Bim binding to human Bfl-1; Q16548; Bead-based flow cytometry, Bim-Bfl-1 binding inhibition; inhibition, % at 10 µM; hit rate 0.12% among 190,000; AID 1008;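 note: 0% = wells without compound plus tracer and 100% = blocker peptide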
RGS4-Gao reg: modulates binding of RGS4 to human Galphao. P09471. Multiplexed bead flow cytometry; actives lie on both sides. binding response (% of control), % at 10 µM. hit rate 0.33% among 220,000. AID 1415; in the data active = binding response below about 49% or above about 150%; inactive = in between;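 note: fluorescent Galphao activated with aluminum fluoride binding bead-coupled RGS4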
ABCB1 block: human ABCB1 inhibition, ABCG2 as counter-screen. P08183. CCRF-Adr cells, JC-1 efflux, flow cytometry. inhibition, % at 6.6 µM. hit rate 0.067% among 190,000. AID 1326; in the data active = inhibition above about 40%;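 note: 0% = vehicle and 100% = reference inhibitor; higher value means more JC-1 retained so stronger ABCB1 efflux block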
Bcl-B Bim block: human Bim-Bcl-B interaction inhibition | hit rate 0.073% among 190,000 | bead-based flow cytometry, Bim peptide-Bcl-B binding | Q9HD36 | inhibition, % at 10 µM;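 note: 0% = tracer peptide without compound and 100% = reference inhibitor peptide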
Bcl-2 Bim block: inhibitors of Bim-Bcl-2 interaction, human. P10415. Bead-based flow cytometry, Bim peptide-Bcl-2 binding. inhibition, % at 10 µM. hit rate 0.06% among 190,000; in the data active = inhibition above about 40%; inconclusive = no clear call, values can overlap the other calls;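 note: 0% = no compound wells with probe peptide and 100% = reference peptide inhibitor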
Target sequence (P10415 whole entry, looked up): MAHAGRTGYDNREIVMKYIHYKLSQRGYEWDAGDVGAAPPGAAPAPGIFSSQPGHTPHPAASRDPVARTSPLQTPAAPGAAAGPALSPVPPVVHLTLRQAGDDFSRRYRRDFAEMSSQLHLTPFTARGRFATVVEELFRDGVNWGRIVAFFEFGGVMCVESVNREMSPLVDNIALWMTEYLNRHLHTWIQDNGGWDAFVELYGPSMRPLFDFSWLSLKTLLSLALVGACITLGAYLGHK
Numbers without * were called inactive; ? = inconclusive. Cut-off read from the data, not from the text of the source, unless noted: active = inhibition above about 40%.

SMILES | Bim-Bcl-XL | RGS7-Gao reg | Mcl-1 Bim block | RGS8-Gao | Bim-Bcl-W | ABCG2 block | Bim-Bfl-1 | RGS4-Gao reg | ABCB1 block | Bcl-B Bim block | Bcl-2 Bim block
O=C(O)c1cc(-c2cccs2)nn1-c1ccccc1 | -2.0 | ? | -2.0 | 102.0 | -1.0 | 2.8 | -5.0 | 99.3 | 0.4 | -1.0 | -3.0
COc1ccc(/C=C2\SC(=N)N(c3ccc(F)cc3)C2=O)cc1 | 0.0 | 99.2 | 1.0 | 100.1 | 0.0 | 0.7 | -3.0 | 100.1 | 0.3 | -4.0 | 0.0
CCc1nnc(NC(=O)C2CC(=O)N(c3ccc(C)cc3)C2)s1 (stereo unspecified) | 15.0 | 96.9 | -3.0 | 99.6 | 3.0 | -0.3 | -13.0 | 101.4 | 0.0 | -12.0 | -5.0
CS(=O)(=O)N(CC(=O)Nc1ccc2c(c1)OCO2)c1ccc(Cl)cc1 | -4.0 | 103.0 | -4.0 | 103.4 | 1.0 | 0.8 | 0.0 | 104.0 | 0.1 | -2.0 | 1.0
Cn1c(=O)c2c(nc(NCCNC(=O)c3ccco3)n2Cc2ccccc2Cl)n(C)c1=O | -3.0 | 101.8 | -1.0 | 104.1 | 0.0 | 1.8 | 0.0 | 97.8 | 0.9 | -4.0 | 0.0
Cc1onc(-c2ccccc2Cl)c1C(=O)NCc1cccnc1 | 0.0 | 104.0 | 2.0 | 104.9 | 6.0 | -0.4 | -8.0 | 107.9 | 0.0 | -1.0 | -2.0
C=CCN1C(=O)/C(=C\c2ccc(Cl)cc2)N=C1SCC(=O)NCCC | -2.0 | 98.1 | -4.0 | 97.7 | -1.0 | 2.1 | -5.0 | 96.5 | 0.4 | -1.0 | -2.0
C=CCN=C1SC(CC)C(=O)N1S(=O)(=O)c1ccc(C)cc1 (stereo unspecified) | -6.0 | 106.7 | -7.0 | 103.4 | -4.0 | -0.1 | -5.0 | 105.1 | 0.1 | -8.0 | -5.0
Cc1ccc(-c2nnn(CC(=O)N(Cc3cccs3)C(C(=O)NC3CCCC3)c3ccco3)n2)o1 (stereo unspecified) | -3.0 | 94.1 | 2.0 | 93.8 | 0.0 | 0.0 | -12.0 | 91.8 | 1.1 | -4.0 | 0.0
CC1Cc2ccccc2N1Cc1nc2cc(C(F)(F)F)ccc2c(=O)[nH]1 (stereo unspecified) | 0.0 | 98.3 | 0.0 | 98.6 | -2.0 | 8.7 | 4.0 | 97.2 | 1.0 | -1.0 | -1.0
Cc1cc(-c2ccccc2)[nH]c(=O)c1S(=O)(=O)c1ccc(Cl)cc1 | -3.0 | 100.0 | 9.0 | 101.8 | 2.0 | 0.8 | -11.0 | 102.8 | 0.1 | -1.0 | -3.0
Cc1ccc(-c2nn(-c3ccccc3)cc2/C=C(\C#N)c2cccc(C#N)c2)o1 | 2.0 | 99.3 | -1.0 | 95.1 | 8.0 | 0.6 | 4.0 | 101.4 | 0.0 | -8.0 | -5.0
Cc1ccccc1OCC(=O)NC(=S)Nc1ccc(N2CCCC2)cc1 | -6.0 | 96.9 | -4.0 | 100.5 | -5.0 | 3.4 | -5.0 | 101.2 | 0.3 | -4.0 | -1.0
COc1ccc(CCNc2ncnc3sccc23)cc1OC | -2.0 | 100.3 | -1.0 | 96.3 | -4.0 | 1.8 | -2.0 | 95.4 | -0.1 | -3.0 | 0.0
Cc1ccc(C)c(C(C)NC(=O)c2ccc(Br)o2)c1 (stereo unspecified) | -5.0 | ? | -4.0 | 102.1 | -1.0 | 3.6 | -6.0 | 105.6 | 1.2 | -2.0 | 0.0

Three compounds out of the list above, ordered by the value under Bim-Bfl-1, rising.
structure | Bim-Bcl-XL | RGS7-Gao reg | Mcl-1 Bim block | RGS8-Gao | Bim-Bcl-W | Bim-Bfl-1 | RGS4-Gao reg | Bcl-B Bim block | Bcl-2 Bim block
Cc1cc(-c2ccccc2)[nH]c(=O)c1S(=O)(=O)c1ccc(Cl)cc1 | -3.0 | 100.0 | 9.0 | 101.8 | 2.0 | -11.0 | 102.8 | -1.0 | -3.0
Cc1ccc(C)c(C(C)NC(=O)c2ccc(Br)o2)c1 (stereo unspecified) | -5.0 | ? | -4.0 | 102.1 | -1.0 | -6.0 | 105.6 | -2.0 | 0.0
O=C(O)c1cc(-c2cccs2)nn1-c1ccccc1 | -2.0 | ? | -2.0 | 102.0 | -1.0 | -5.0 | 99.3 | -1.0 | -3.0

(continued)
SMILES | Bim-Bcl-XL | RGS7-Gao reg | Mcl-1 Bim block | RGS8-Gao | Bim-Bcl-W | ABCG2 block | Bim-Bfl-1 | RGS4-Gao reg | ABCB1 block | Bcl-B Bim block | Bcl-2 Bim block
O=C(O)C1=C[C@@H](c2ccccc2)C[C@@H](OCc2ccc(CO)cc2)O1 | -4.0 | 112.6 | 2.0 | 106.0 | 0.0 | -2.1 | 3.0 | 111.8 | -0.6 | 0.0 | 1.0
CCc1cccc(CC)c1N(COC)C(=O)Cn1c(C(C)O)nc2ccccc21 (stereo unspecified) | 0.0 | 99.8 | 0.0 | 100.8 | 0.0 | -1.6 | 0.0 | 98.8 | -0.7 | 0.0 | -3.0
COc1ccc(OC)c(NC(=O)CSc2ncccn2)c1 | 7.0 | 96.6 | 0.0 | 98.4 | 3.0 | 9.8 | -9.0 | 92.9 | -0.1 | -2.0 | -7.0
CC(C)N(C(=O)Cn1c(SCC(=O)Nc2nccs2)nc2ccccc21)C(C)C | -3.0 | 100.4 | 0.0 | 101.2 | -1.0 | 0.0 | -1.0 | 98.8 | 1.0 | -4.0 | -1.0
CCOC(=O)C1=C(C)Nc2nc(SCc3cccnc3)nn2C1c1ccc(OC)cc1 (stereo unspecified) | 0.0 | 100.2 | 0.0 | 103.0 | 0.0 | 2.2 | -10.0 | 99.2 | 2.7 | -4.0 | -6.0
O=C(Cn1cnc2c(nnn2Cc2ccc(F)cc2)c1=O)NCc1ccc2c(c1)OCO2 | -4.0 | 98.5 | -2.0 | 101.4 | -4.0 | 6.8 | 0.0 | 98.2 | 0.7 | -5.0 | 0.0
CCc1nc2ccccc2c(NC(=O)CN2CCC(C)CC2)c1C | -1.0 | 100.8 | 0.0 | 98.5 | 2.0 | 1.4 | -10.0 | 99.6 | 0.8 | -8.0 | -11.0
O=S(=O)(Cc1ccccc1)N1CCN(Cc2ccc3c(c2)OCO3)CC1 | 0.0 | 101.5 | 21.0 | 101.0 | 13.0 | -1.6 | -2.0 | 102.7 | -0.4 | -1.0 | 3.0
CC(=O)c1c(Nc2ccc3c(c2)OCCO3)oc(C)cc1=O | -2.0 | 97.7 | 0.0 | 99.2 | 0.0 | 6.0 | -8.0 | 97.1 | 1.0 | -4.0 | -8.0
CC(C)Cc1nc2ccc(N)cc2[nH]1 | 0.0 | 98.0 | 0.0 | 102.0 | 2.0 | 1.0 | -2.0 | 99.2 | 0.1 | 0.0 | -9.0
O=C(COc1ccc(Cl)cc1)Nc1ccc2oc(-c3ccncc3)nc2c1 | -2.0 | 98.2 | 0.0 | 101.6 | 1.0 | 0.6 | 0.0 | 98.3 | 0.4 | 1.0 | 1.0
COc1ccc(CNC(=O)c2ccc[nH]2)cc1Cl | 1.0 | 101.0 | 1.0 | 103.0 | 0.0 | 2.1 | -5.0 | 101.7 | 0.7 | -3.0 | 0.0
COC(=O)[C@@]1(Cc2ccc(F)cc2)[C@H]2c3cc(C(=O)N4CCCC4)n(Cc4ccc(C(F)(F)F)nc4)c3C[C@H]2CN1C(=O)c1ccccc1 | 0.0 | 101.8 | 0.0 | 106.2 | 0.0 | -1.1 | -1.0 | 100.5 | 1.7 | 0.0 | -1.0
CCOC(=O)CNC(=O)C1c2cc(OC)c(OC)cc2C(=O)N(C)C1c1ccccc1F (stereo unspecified) | -1.0 | 97.8 | 0.0 | 98.0 | -1.0 | 14.4 | -5.0 | 101.6 | 0.3 | -4.0 | -3.0
O=C1CC(C(=O)Nc2ccc(Cl)cc2[N+](=O)[O-])C2(CCCCC2)O1 (stereo unspecified) | -3.0 | 102.1 | -2.0 | 101.6 | -2.0 | 8.8 | -8.0 | 99.2 | 1.2 | -2.0 | -15.0
N#CC1=C(N)C(C#N)(C#N)C2(C(=O)Nc3ccccc32)C2CCCC=C12 (stereo unspecified) | 0.0 | 101.7 | 0.0 | 95.5 | 1.0 | 2.0 | 1.0 | 107.0 | 0.5 | -2.0 | 0.0
Cc1cc(C)n(-c2ccc(-n3ccnc3)nn2)n1 | 0.0 | 95.3 | 0.0 | 100.3 | 0.0 | 5.0 | -1.0 | 95.0 | 0.3 | 4.0 | 1.0
NC(=O)c1ccccc1O | -3.0 | 96.6 | -3.0 | 100.5 | -3.0 | 0.3 | -2.0 | 99.8 | 0.3 | -6.0 | -1.0
CC1(C)C2CCC1(C)C(OCC[N+](C)(C)CC(=O)OC1CCCCC1)C2 (stereo unspecified) | -1.0 | 117.9 | 1.0 | 113.5 | -2.0 | 1.1 | -6.0 | 114.6 | 0.3 | 2.0 | 1.0
COc1ccc(NC(=O)Nc2cccc(C(=O)N3CCOCC3)c2)cc1OC | -7.0 | 101.9 | -1.0 | 100.3 | 0.0 | 1.9 | -16.0 | 96.3 | 0.2 | -6.0 | -9.0
CC1CCCN(CCCNC(=O)c2coc3nc4ccccc4nc23)C1 (stereo unspecified) | 0.0 | 99.9 | -1.0 | 98.7 | -3.0 | 1.0 | 2.0 | 99.6 | 0.3 | 0.0 | 0.0
COCC(=O)NCCSc1c(C)[nH]c2ccccc12 | 7.0 | 106.9 | 3.0 | 106.6 | 5.0 | -5.8 | 6.0 | 111.0 | -2.3 | 2.0 | 4.0
Cc1ccc(N(CC(=O)N/N=C/c2cc(C)n(-c3ccccc3C)c2C)S(C)(=O)=O)cc1 | -11.0 | 94.2 | -6.0 | 98.9 | -2.0 | -3.1 | -8.0 | 98.7 | -0.2 | -14.0 | -10.0
Cc1nc(SCC(=O)N2CCN(c3ccccc3)CC2)c2oc3ccccc3c2n1 | 0.0 | 94.5 | 6.0 | 95.9 | 9.0 | 0.8 | -7.0 | 95.0 | 0.7 | 0.0 | 4.0
O=C(CSc1nnc(Cc2cccs2)n1Cc1ccco1)Nc1cc(Cl)cc(Cl)c1 | -2.0 | 99.6 | 0.0 | 98.9 | 0.0 | 2.4 | -11.0 | 98.4 | 0.8 | -7.0 | -5.0
COc1ccc(NC(=O)CC2SC(=NCc3ccccc3OC)NC2=O)cc1 (stereo unspecified) | -3.0 | 101.7 | 0.0 | 99.9 | 0.0 | 3.7 | -11.0 | 102.3 | 0.3 | -6.0 | -4.0
CCOC(=O)c1c(CN2CCN(c3ccccc3)CC2)oc2ccc(O)cc12 | -2.0 | 107.1 | -1.0 | 104.8 | 2.0 | 1.0 | -10.0 | 103.1 | 0.4 | -5.0 | -3.0
COc1ccc(C(c2nnnn2Cc2cccs2)N2CCN(c3ccccc3F)CC2)cc1 (stereo unspecified) | -4.0 | 98.2 | -5.0 | 100.5 | -1.0 | 8.5 | -19.0 | 100.7 | 2.5 | -8.0 | -16.0
C(=N\n1cnnc1)/c1ccccc1OCCOc1ccccc1 | 4.0 | 98.1 | 0.0 | 101.8 | 1.0 | 7.5 | -12.0 | 99.8 | 0.8 | -4.0 | -4.0
O=S(=O)(c1ccccc1)N(CC(O)CN1CCCCC1)c1ccccc1 (stereo unspecified) | 0.0 | 109.7 | 0.0 | 100.9 | -3.0 | 0.2 | 0.0 | 103.2 | 0.2 | 0.0 | 1.0

Assay outcomes (PubChem BioAssay)

Rows are unselected, and some 0.94% of all compounds hit somewhere here.
